VEEV TC-83 Vero = inhibitors of VEEV TC-83 cytopathic effect, confirmation, Vero cells (AID 588727); 350,000 tested, 0.13% active; inhibition, % at 20 µM, or IC50 in µM where a hit was titrated; Vero cells, VEEV TC-83 cytopathic effect inhibition; higher % means a stronger effect; in the data active means a potency from the dose series; inconclusive means inhibition mostly from about 14% at the one dose, without a potency; inactive means the rest, 99 in 100 with inhibition below about 12%; further: strong numbers were not always called active
H1N1 NS1A inhibition = H1N1 influenza NS1A inhibitors, functional cell based assay (AID 504329); inhibition, % at 12.5 µM; hits with a dose series show IC50 in µM; 340,000 tested, 0.3% active; NS1A functional cell-based assay, percent inhibition; higher % means a stronger effect; in the data active means a potency from the dose series; inconclusive means inhibition above about 27% without an active follow-up result; further: strong numbers were not always called active
PhoP GFP inhibition = PhoP regulon inhibitors, Salmonella typhi PhoP promoter GFP reporter, confirmatory (AID 1850); 310,000 tested, 0.33% active; inhibition, % at 50 µM, or IC50 in µM where a hit was titrated; Salmonella Typhi PhoP-promoter GFP reporter, fluorescence, 4 h; higher % means a stronger effect; in the data active means a potency from the dose series; inconclusive means inhibition mostly from about 25% at the one dose, without a potency; inactive means the rest, 99 in 100 with inhibition below about 19%;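 further: 0% = induced wells with vehicle and 100% = uninduced wells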
H37Rv inhibition = M. tuberculosis growth inhibition, HTS (AID 449762). M. tuberculosis H37Rv growth inhibition, 7H9 media; higher % means a stronger effect. inhibition, % at 25 µM, or IC50 in µM where a hit was titrated. 330,000 tested, 0.59% active; in the data active means a potency from the dose series; inconclusive means inhibition above about 70% without an active follow-up result;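 further: bacterial growth assessed after seven days of incubation; strong numbers were not always called active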
M. tuberculosis = growth inhibition of non-replicating M. tuberculosis (AID 488890). one-dose inhibition, % at 25 µM; IC50 in µM for titrated hits. 320,000 tested, 0.39% active. Mycobacterium tuberculosis non-replicating, growth inhibition; higher % means a stronger effect; in the data active means a potency from the dose series; inconclusive means inhibition mostly from about 82% at the one dose, without a potency; inactive means the rest, 99 in 100 with inhibition below about 76%;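 further: plate controls were DMSO cells for no effect and high antibiotic wells for full effect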
VEEV TC-83 Vero 10K pilot screen = recorded beside VEEV TC-83 Vero, whose call it bears; inhibition, %; measured here: 10K pilot screen inhibition
* marks the source's active call; other numbers are inactive results; i = inactive; ? = inconclusive; . = not tested or not shown.

SMILES	VEEV TC-83 Vero	H1N1 NS1A inhibition	PhoP GFP inhibition	H37Rv inhibition	M. tuberculosis	others
CC(OC(=O)CCc1nc2ccccc2c(=O)[nH]1)C(=O)Nc1ncc(Cl)cc1Cl (stereo unspecified)	1.4%	.	-7%	-1%	2%
CCOC(=O)C1=C(c2ccccc2)OC(N)=C(C#N)C1c1ccncc1 (stereo unspecified)	i	1%	-5%	24%	9%
COc1ccc(-c2noc(CCC(=O)Nc3cc(OC)ccc3OC)n2)cc1	0.9%	2%	1%	45%	69%
CCOc1ccc(NC(=O)CN(C)C(=O)CSCc2c(C)noc2C)cc1OCC	6.5%	-3%	-2%	-1%	-4%
CC1CCN(C(=O)COC(=O)c2cc([N+](=O)[O-])ccc2N2CCOCC2)CC1	1.8%	3%	-9%	-8%	-4%
OCC[C@@H]1C[C@H](O)[C@@H](O)[C@@]2(CCc3ccccc3CO2)O1	i	-6%	-6%	-4%	9%
CCC(C)NC(=O)c1cc2c(=O)n3cccc(C)c3nc2s1 (stereo unspecified)	1.5%	-3%	6%	-6%	-11%
CCc1cc(C(c2ccccn2)N2CCN(C)CC2)c(NC(=O)c2ccccc2)s1 (stereo unspecified)	11%	7%	-5%	13%	?
COc1cc2ccccc2cc1C(=O)Nc1sc2c(c1C(N)=O)CCN(C(C)C)C2	i	-8%	5%	?	i
COc1ccccc1NC(=O)N1CCN(c2ccc3nnc(-c4ccc(F)cc4)n3n2)CC1	11%	-8%	7%	15%	25%
CC(C)OC(=O)c1ccc(NC(=O)c2ccco2)cc1	8.8%	-20%	-11%	16%	22%
c1ccc(-c2nn3c(C4CCCCC4)nnc3s2)nc1	1.4%	1%	-9%	-6%	9%
CC1CN(C(=O)CSc2nnc(-c3ccc(Cl)cc3)n2C)CC(C)O1 (stereo unspecified)	0.3%	4%	-15%	2%	-6%
Cc1noc(C)c1/C=N/Nc1ccc2ccccc2n1	0.1%	2%	-20%	10%	22%
CCC(C)NS(=O)(=O)c1ccc(OC)c(Cl)c1Cl (stereo unspecified)	2.0%	-4%	2%	-5%	-4%
C=CCn1c(SC(F)F)nc2scc(-c3ccco3)c2c1=O	i	5%	-6%	21%	20%
O=C(Cn1cnc2c(OCc3ccccc3)ncnc21)NCCc1c[nH]c2ccccc12	0.1%	4%	.	1%	5%
COCCCn1c(=N)c(C(=O)NCC2CCCO2)cc2c(=O)n3cccc(C)c3nc21 (stereo unspecified)	i	2%	-6%	2%	-10%
Cc1occc1C(=O)NNC(=O)c1ccc(F)cc1	1.3%	-3%	2%	2%	-17%
O=C(NCc1ccccc1)C(c1ccncc1)N(C(=O)c1ccccn1)c1ccccc1 (stereo unspecified)	1.3%	2%	5%	0%	15%
O=C(NCc1ccc2c(c1)OCO2)c1ccc(CN2CCc3ccccc3C2)cc1	1.1%	12%	-4%	-10%	11%
Cc1ccc(S(=O)(=O)N(C)C)cc1NC(=O)COC(=O)CSc1ccccc1	1.3%	-7%	1%	4%	4%
CCCCN(C(=S)SC)C1CCS(=O)(=O)C1 (stereo unspecified)	2.6%	.	3%	5%	18%
COc1ccc(C2CC(c3ccccc3)=NN2C(=S)Nc2ccccc2)cc1 (stereo unspecified)	1.9%	3%	2%	7%	40%
CCn1c(COc2cc(C)cc(C)c2)nnc1SCC(=O)N1CCN(c2ccccc2)CC1	0.2%	19%	-7%	-10%	-5%
O=S(=O)(c1cccs1)N1CCN(c2ccccc2)CC1	1.4%	-8%	9%	-1%	-14%
Cc1ccc(CN2CCCN(Cc3ccc(Cl)cc3)S2(=O)=O)cc1	1.0%	1%	-3%	4%	-3%
O=C(C1CC12CCCC2)N1CCC(CO)(Cc2ccccc2Cl)CC1 (stereo unspecified)	i	-4%	-9%	5%	27%
CCn1cc(/C=C(\NC(=O)c2ccc(OC)c(OC)c2)C(=O)N2CCOCC2)c2ccccc21	3.5%	-5%	-2%	-7%	1%
Cc1cccc(N2CCN(C(=O)c3cc(S(=O)(=O)N4CCOCC4)cn3C)CC2C)c1 (stereo unspecified)	7.2%	10%	-6%	-7%	-15%
O=C(Nc1ccc(Cl)cc1)Nc1ccc(N2CCOCC2)cc1	0.1%	5%	-1%	-3%	-7%
CC(=O)Nc1ccc(S(=O)(=O)N2CCN(CC(=O)NC3CCCC3)CC2)cc1	3.0%	-5%	-1%	2%	4%
CCOc1ccccc1OCCCOc1ccc([N+](=O)[O-])cc1Cl	0.8%	-1%	-5%	2%	31%
COC(=O)C1=C(c2ccc(F)cc2F)C[C@@H]2CC[C@H]1N2C	1.0%	-15%	.	-5%	2%
CS(=O)(=O)Nc1ccc2c(c1)nc1n2CCOC1	0.5%	5%	-8%	-5%	-3%
COc1cc(C(=O)NNC2=CC(=O)CC(C)(C)C2)cc(OC)c1OC	2.0%	-16%	-3%	-2%	-6%
Oc1c(Cl)cc(CN2CCCCC2)c2cccnc12	11%	?	20µM*	?	?
CCOC(=O)N1CCC(NC(=O)CN2C(=O)CCSc3ccccc32)CC1	0.2%	-28%	-2%	-5%	-13%
Brc1ccc(C2=Nn3c(nnc3-c3cccnc3)SC2)s1	5.8%	-5%	-14%	5%	14%
O=P(O)(O)c1ccccc1OCCCCCOc1ccccc1P(=O)(O)O	1.5%	1%	-6%	3%	13%
CCOC(=O)C1CCCN(S(=O)(=O)Cc2ccccc2Cl)C1 (stereo unspecified)	4.1%	-8%	1%	7%	43%
CC(C)n1c(/C=C/[C@@H](O)C[C@@H](O)CC(=O)O)c(-c2ccc(F)cc2)c2ccccc21	11%	-5%	6%	17%	7%
O=[N+]([O-])c1ccc(CSCc2ccc([N+](=O)[O-])cc2)cc1	i	-8%	.	.	.
CCOC(=O)C1=C(C)OC(N)=C(C#N)C1c1cc2c(cc1[N+](=O)[O-])OCO2 (stereo unspecified)	i	-7%	2%	6%	2%
COc1cc(C(CCN2CCCC(C)C2)c2c(OC)cc(OC)c3c(-c4ccccc4)cc(=O)oc23)cc(OC)c1OC (stereo unspecified)	2.9%	6%	8%	?	?
CCN(CC(=O)Nc1c(F)cccc1F)C(=O)COc1ccc2c(C)cc(=O)oc2c1	i	-1%	-2%	-5%	-18%
O=C(N/N=C/c1ccc(OCc2ccccc2)cc1)c1ccco1	2.6%	4%	3%	18%	7%
O=C(COC(=O)C1CCN(/C=C/C(=O)C(F)(F)F)CC1)Nc1cccc(F)c1	0.7%	2%	3%	1%	14%
Cn1c(=O)c2ccccc2n(Cc2ccccc2F)c1=O	i	-8%	-3%	4%	3%
COC(=O)CSc1nc2c(c(-c3ccco3)c1C#N)CCCC2	2.9%	6%	-14%	?	?
Cc1cc(NC(=O)c2cccnc2)ccc1NC(=O)c1cc2ccccc2o1	0.3%	8%	-7%	6%	2%
CC(c1ccccc1)n1c(CO)nc2ccccc21 (stereo unspecified)	0.5%	29%	2%	2%	-12%
CCc1ccc(NC(=O)CCS(=O)(=O)c2ccc(Cl)cc2)cc1	i	-1%	0%	54%	19%
COC(=O)Nc1nnc(COc2cccc(C)c2)s1	2.5%	-6%	4%	-5%	-5%
Cc1cc(N2C(=O)CC(N3CCC(n4c(=O)[nH]c5ccccc54)CC3)C2=O)no1 (stereo unspecified)	1.0%	1%	-4%	5%	-4%
CC(CCc1ccccc1)NC(=O)C(=O)NCCc1ccccc1 (stereo unspecified)	2.2%	-8%	10%	0%	6%
C=CCn1c(SCC(=O)Nc2ccccc2C)nnc1-c1ccncc1	1.6%	-14%	-3%	2%	-1%
Cn1c(Cc2ccccc2)nnc1SCC(=O)Nc1ccccc1N1CCOCC1	0.2%	8%	-6%	-10%	4%
O=C(Nc1ccc(F)cc1F)N1CCCC(c2nc(-c3ccc(F)cc3)no2)C1 (stereo unspecified)	0.1%	-16%	-6%	23%	-12%
CCCC(=O)NC(Oc1ccc(Cl)cc1Cl)C(Cl)(Cl)Cl (stereo unspecified)	0.8%	-2%	-5%	-2%	-4%
Continuation.
SMILES	VEEV TC-83 Vero	H1N1 NS1A inhibition	PhoP GFP inhibition	H37Rv inhibition	M. tuberculosis	others
Cn1cccc1CC(=O)NNC(=S)NC(=O)c1ccccc1Br	1.6%	-4%	5%	7%	-13%
O=C(Nc1ccc(N2CCOCC2)c(Cl)c1)c1cc2ccccc2o1	8.7%	-16%	-2%	?	64%
CC(=C\c1ccccc1)/C=C1/SC(=S)N(CCC(=O)O)C1=O	0.0%	-10%	-7%	7%	-5%
CCOC(=O)COn1c(=O)c(-c2ccc(F)cc2)[n+]([O-])c2ccccc21	0.1%	-2%	-6%	4%	-7%
CC1(c2ccccc2)NC(=O)N(CCN2C(=O)c3ccccc3C2=O)C1=O (stereo unspecified)	0.9%	8%	-2%	-7%	-5%
CN(C)S(=O)(=O)c1cccc(NC(=S)N/N=C/C(=O)c2ccccc2)c1	1.8%	-3%	-7%	48%	7%
OCCN(Cc1ccccc1)CC(O)COc1ccc(-c2ccccc2)cc1 (stereo unspecified)	2.5%	7%	-8%	?	52%
OC1(Cc2cc(-c3ccccc3)no2)CCN(CCCc2ccccc2)CC1	i	1%	0%	?	45%
COc1ccc(CN(C(=O)COc2ccc(C)c(C)c2)C2CCS(=O)(=O)C2)cc1OC (stereo unspecified)	5.2%	9%	2%	6%	11%
O=C1COc2ccc(C(=O)COC(=O)/C=C/c3ccc(Br)o3)cc2N1	1.7%	-4%	16%	-2%	13%
Cc1cccc(Nc2nc(OCC#N)nc(N(C)C)n2)c1	2.3%	-8%	6%	-5%	0%
Cc1nc2cc(-c3ccccc3)nn2c(N)c1-c1ccccc1	1.9%	-10%	.	2%	15%
CCN(CC)CCNC(=S)N1CCn2c(nc3ccccc32)C1	0.9%	-8%	3%	-11%	-1%
CC(C)(C)C(=O)Nc1ccccc1C(=O)Nc1cc(Cl)ccc1Cl	i	-2%	6%	-8%	2%
NC(=O)NC(=O)COC(=O)c1cccc(S(=O)(=O)N2CCCCCC2)c1	3.8%	-5%	1%	-2%	-28%

3 compounds from above, sorted by length of the SMILES, descending.
SMILES	VEEV TC-83 Vero	H1N1 NS1A inhibition	PhoP GFP inhibition	H37Rv inhibition	M. tuberculosis	others
CCN(CC(=O)Nc1c(F)cccc1F)C(=O)COc1ccc2c(C)cc(=O)oc2c1	i	-1%	-2%	-5%	-18%
CC(CCc1ccccc1)NC(=O)C(=O)NCCc1ccccc1 (stereo unspecified)	2.2%	-8%	10%	0%	6%
CCCCN(C(=S)SC)C1CCS(=O)(=O)C1 (stereo unspecified)	2.6%	.	3%	5%	18%

Next records follow:
SMILES	VEEV TC-83 Vero	H1N1 NS1A inhibition	PhoP GFP inhibition	H37Rv inhibition	M. tuberculosis	others
CCOc1ccccc1OCC(=O)Nc1nnc(COC)s1	0.9%	0%	6%	-9%	-2%
C/C(=N/NC(=O)c1cc(O)c(O)c(O)c1)c1ccc([N+](=O)[O-])cc1	i	8%	.	.	.
O=c1[nH]c(=O)n(C2CCCCC2)c(O)c1/C=C/C=Nc1ccccc1	0.7%	1%	-20%	5%	0%
O=C(C(c1ccccc1)N1CCOCC1)N1CCOCC1 (stereo unspecified)	3.7%	-74%	8%	-3%	-10%
Cn1c(CN(O)S(=O)(=O)c2ccc(Cl)cc2)nnc1C(F)(F)F	1.0%	-3%	-8%	-26%	-9%
COc1ccc2c(c1)-c1nc(NC(=O)c3ccco3)sc1CC2	6.0%	2%	-4%	62%	31%
CCOCCCNC(=O)c1ccccc1SCC	3.2%	-4%	2%	-3%	-9%	VEEV TC-83 Vero 10K pilot screen=1.2
CC(=O)c1c(N2CCCCC2)nc(=O)n(-c2ccccc2)c1C	0.9%	3%	15%	-8%	-4%
COC(=O)c1cc(NS(=O)(=O)c2ccc(NC(C)=O)cc2)ccc1Cl	0.8%	11%	2%	-5%	0%
CCOC(=O)c1sc(-c2ccccn2)nc1C	1.1%	1%	2%	0%	-5%
O=C(O)C1(Nc2ccc([N+](=O)[O-])cc2[N+](=O)[O-])CCCC1	0.3%	-2%	.	.	.

Grouped by structure, the entries above containing bromine.
SMILES	VEEV TC-83 Vero	H1N1 NS1A inhibition	PhoP GFP inhibition	H37Rv inhibition	M. tuberculosis	others
Brc1ccc(C2=Nn3c(nnc3-c3cccnc3)SC2)s1	5.8%	-5%	-14%	5%	14%
Cn1cccc1CC(=O)NNC(=S)NC(=O)c1ccccc1Br	1.6%	-4%	5%	7%	-13%
O=C1COc2ccc(C(=O)COC(=O)/C=C/c3ccc(Br)o3)cc2N1	1.7%	-4%	16%	-2%	13%

Screening results (PubChem BioAssay)
